Glyco luc inh – increase of ERlucT glycosylation luciferase signal, primary screen, N-linked glycosylation inhibitor project, D54 ERlucT cells, luminescence, set 2; D54 ERlucT glycosylation luciferase reporter, 24 h; percent of 100 nM tunicamycin response; hit rate 0.23% among 360,000; reporter increase, % at 12.5 µM;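 active means mean luciferase reporter signal, scaled so untreated is 0 and the glycosylation-blocking control 100, at or above a set limit in every replicate; inconclusive means mean reaches the limit but not every replicate does; inactive means mean below the limit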;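 further: luciferase carries N-glycosylation sites so blocking glycosylation raises the light; 0% = median of neutral control wells and 100% = median of 100 nM tunicamycin wells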
HTR2A ag – mouse Htr2a agonists via beta-arrestin recruitment, primary screen, cell-based, luminescence; CHO-K1 mHTR2A beta-arrestin complementation; percent of 30 µM serotonin response; activation, % at 7.6 µM; hit rate 0.66% among 360,000; AID 624169, 2012;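 active means activation above a run cutoff, the mean activation of all tested compounds plus 3 SD, cut at about 14% in these data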;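 further: 0% = plate median of compound wells and 100% = 30 µM serotonin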
Target sequence (P35363 whole entry, looked up): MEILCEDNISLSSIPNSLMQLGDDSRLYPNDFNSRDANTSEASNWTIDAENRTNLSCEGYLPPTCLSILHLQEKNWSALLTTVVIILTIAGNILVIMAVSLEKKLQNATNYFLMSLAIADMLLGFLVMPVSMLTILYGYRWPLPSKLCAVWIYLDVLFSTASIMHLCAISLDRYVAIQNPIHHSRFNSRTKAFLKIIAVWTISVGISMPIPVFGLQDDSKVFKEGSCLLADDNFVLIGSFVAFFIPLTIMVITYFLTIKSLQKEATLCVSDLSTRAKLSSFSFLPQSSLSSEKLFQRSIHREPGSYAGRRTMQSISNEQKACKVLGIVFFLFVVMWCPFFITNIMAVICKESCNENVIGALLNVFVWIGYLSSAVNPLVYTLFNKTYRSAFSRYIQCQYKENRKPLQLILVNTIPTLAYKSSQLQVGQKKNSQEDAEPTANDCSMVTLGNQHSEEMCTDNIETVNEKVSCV
Cardio protect – cardioprotection against H2O2-induced cell death, primary screen, uHTS, H9c2 cells, ATPLite luminescence | hit rate 0.63% among 360,000 | AID 588492, 2011 | protection from H2O2 cell death, % at 20 µM | H9c2 cardiomyocytes, H2O2 injury protection, 2 h;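 active means compounds giving at least 50% protection of heart cells from peroxide-induced death in the single-dose screen, raw or plate-pattern-corrected value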;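 further: 0% = DMSO wells with peroxide and 100% = DMSO wells without peroxide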
MC4R barr agon – MC4R agonists recruiting beta-arrestin, primary screen, cell-based, luminescence, agonist arm of biased-ligand search | U2OS MC4R beta-arrestin complementation; percent of melanotan II response, DMSO zero | activation, % at 8.9 µM | hit rate 0.98% among 360,000 | AID 540308, 2011 | Melanocortin receptor 4 (Homo sapiens), P32245;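 active means activation above a per-plate cutoff, the mean activation of sample wells on that plate plus 3 SD, cut at about 8% in these data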
ABCB6 inh 2 – ABCB6 transporter inhibitors, primary screen, K562-ABCB6 cells, flow cytometry, MLPCN library | ATP-binding cassette sub-family B member 6 (Homo sapiens), Q9NP58 | K562-ABCB6 porphyrin accumulation, 1 h; active compounds read low | fluorescence ratio to DMSO, % at 10 µM | hit rate 0.19% among 360,000 | AID 602162, 2011;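 active means fluorescence ratio to DMSO below 75%, the collection mean minus 3 SD; inconclusive means too few cells collected in the well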;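 further: signal is porphyrin accumulated inside mitochondria; 100% equals median channel fluorescence of DMSO control wells; lower ratio means ABCB6 inhibition with less porphyrin fluorescence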
aDG glyco up – activators of alpha-DG glycosylation, primary screen, uHTS, Pro5-aDG cells, AlphaScreen; alpha-DG glycosylation AlphaScreen (IIH6); 0% Pro5, 100% B10-LARGE cell signal; activation, % at 10 µM; hit rate 0.22% among 360,000;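 active means activation of at least 8% versus controls, or a plate z-score of at least 8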;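 further: Pro5 are CHO cells carrying HIG-tagged alpha-DG that lacks glycosylation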
CaV13 ICDI inh – Primary screen for inhibitors of IQ motif and Ca2+-dependent inactivation inhibitor domain binding in CACNA1D, Förster resonance energy transfer in living cells, …; HEK cells, CFP/YFP FRET ICDI-IQ, plate reader, 10 min; percent FRET-ratio fall versus neutral wells; inhibition, % at 12.3 µM; hit rate 0.098% among 340,000; AID 743397;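 active means mean replicate inhibition of at least 30% and at least 1% of replicates passing that level; inconclusive means only one of the two criteria is met; inactive means neither criterion is met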;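 further: 0% = median of the neutral control wells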
MC4R antagonist – MC4R antagonists of cAMP signaling, primary screen, cell-based, TR-FRET, antagonist arm of biased-ligand search. hit rate 0.48% among 360,000. MC4R-expressing cells, MTII-stimulated cAMP, LANCE TR-FRET. inhibition, % at 6.5 µM;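 active means inhibition above its plate's cutoff, the mean of tested wells on that plate plus 3 SD, cut at about 29% in these data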;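 further: 0% = Melanotan II alone and 100% = Melanotan II plus saturating MCL0020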
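Assay system: U2OS cells stably expressing human melanocortin 4 receptor (MC4R) / Dosing: 6.5 µM / Timing: compound 30 min, challenge 1 h, detection 1 h / Measured by: Eu-cAMP/anti-cAMP TR-FRET, emission 671 nm / Replicates: singlicate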
Vif inh – HIV Vif self-association inhibitors, primary screen, imaging, HEK293T, single point. HEK293T cells, Vif self-association by quenched fluorescence, 24 h. hit rate 0.35% among 340,000. inhibition, % at 7.49 µM; in the data active means inhibition above about 50%, passing the limit was not always enough; inconclusive means no clear call, values can overlap the other calls; inactive means below about 31%; further: some results filed as inactive read as strong as hits
PDI inh – inhibitors of human PDI, primary screen, biochemical, turbidity, single point, plate reader | PDI insulin aggregation turbidity, A650, 90 min | Protein disulfide-isomerase (Homo sapiens), P07237 | inhibition, % at 10 µM | hit rate 0.052% among 350,000 | AID 588391, 2011;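 active means mean inhibition across replicates of 30% or more, whatever share of single replicates reach that level; inconclusive means mean inhibition below 30% while every single replicate reaches 30%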;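 further: absorbance from insulin aggregation driven by PDI reduction with DTT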
Target sequence (P07237 whole entry, looked up): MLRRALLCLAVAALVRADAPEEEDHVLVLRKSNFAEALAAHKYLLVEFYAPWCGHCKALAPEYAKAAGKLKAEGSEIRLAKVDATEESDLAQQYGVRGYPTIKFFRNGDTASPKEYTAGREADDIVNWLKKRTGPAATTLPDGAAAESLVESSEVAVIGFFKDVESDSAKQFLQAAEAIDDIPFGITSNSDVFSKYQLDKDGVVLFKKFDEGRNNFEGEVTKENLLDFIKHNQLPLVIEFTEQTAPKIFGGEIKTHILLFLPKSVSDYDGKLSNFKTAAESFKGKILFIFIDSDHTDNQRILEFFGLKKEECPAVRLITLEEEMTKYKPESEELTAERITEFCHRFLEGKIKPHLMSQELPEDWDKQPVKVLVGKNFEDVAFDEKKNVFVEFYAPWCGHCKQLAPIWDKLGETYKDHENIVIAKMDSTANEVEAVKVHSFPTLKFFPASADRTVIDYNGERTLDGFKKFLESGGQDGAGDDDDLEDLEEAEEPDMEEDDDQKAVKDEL
Starred values were filed as active, the others as inactive; ? = inconclusive; nt = not tested or not shown.

Structure	Glyco luc inh	HTR2A ag	Cardio protect	MC4R barr agon	ABCB6 inh 2	aDG glyco up	CaV13 ICDI inh	MC4R antagonist	Vif inh	PDI inh
CCN(CC)CCNC(=O)c1ccc(NC(=O)c2ccc(F)cc2)cc1	-1.7	-8.9	3.9	-2.0	98.0	0.0	-16.0	9.1	-1.3	-3.1
O=C(Nc1cccc(C(F)(F)F)c1)c1cc2ncc(Br)cn2n1	1.0	2.4	0.8	1.2	87.0	-0.1	-6.4	13.4	19.4	0.7
Cc1ccc(/C(O)=C2\C(=O)C(=O)N(CC(C)O)C2c2ccc(N(C)C)cc2)cc1 (stereo not drawn)	0.3	-1.6	5.6	-2.0	101.0	-0.2	nt	4.2	16.6	4.1
O=C(Cc1cccc(NC(=O)C2CCCN(C(=O)c3ccccc3)C2)c1)Nc1ccc(C(=O)N2CCCCC2)cc1 (stereo not drawn)	0.3	4.3	-13.1	-0.4	103.0	-0.3	-8.5	-0.3	6.2	-2.9
COC(=O)C1CCN(C(=O)CN2C(=O)c3ccccc3S2(=O)=O)CC1	-6.0	-3.0	-2.7	-1.6	97.0	0.4	-2.7	7.0	7.7	4.8
CCc1c(C)sc(NC(=O)c2cccs2)c1C(N)=O	-0.8	3.2	-8.4	-1.0	97.0	-0.1	-9.1	5.2	18.0	-8.2
CC(=O)c1c(C)n(CC(=O)NCc2ccco2)c2ccccc12	-0.1	5.5	0.1	0.5	100.0	0.0	-2.4	15.6	-4.1	-7.4
COc1ccc(-n2nnc3c(SCc4ccccc4)ncnc32)cc1	0.6	3.5	-5.9	-0.2	103.0	0.0	nt	0.6	?	-3.5
O=C(NC1=NCCS1)c1ccccc1	2.8	1.7	5.6	0.6	98.0	0.1	-10.6	13.9	-8.4	7.7
O=C(c1cccs1)N(Cc1cccc(F)c1)C1CCS(=O)(=O)C1 (stereo not drawn)	0.4	0.7	5.6	-0.9	97.0	0.9	-2.1	4.9	2.8	-10.7
COc1ccc(N(Cc2ccccc2)C(=O)OC(C)(C)C)c(C(=O)N(C)OC)c1	0.3	0.7	7.9	-0.2	101.0	0.0	-9.9	-0.4	-4.4	13.2
CN(CC(=O)Nc1cccc(F)c1)C(=O)c1ccncc1	nt	-3.2	-3.6	-1.2	99.0	0.3	-5.5	-4.3	nt	-12.1
CCn1cc(C(=O)Nn2cnnc2)c(=O)c2ccc(C)nc21	3.1	3.8	4.8	-0.8	102.0	-0.1	-4.6	-2.6	-4.6	0.1
O=C(NCc1ccco1)c1ccc2c(=O)n(Cc3ccco3)c(SCC(=O)N3CCCC3)nc2c1	0.7	1.9	25.9	-2.2	96.0	0.3	-4.5	3.4	-5.5	-1.7
CCOC(=O)N1CCN(S(=O)(=O)c2ccc(C(=O)Nc3nnc(C)o3)cc2)CC1	4.9	-3.1	-0.1	3.7	101.0	-0.1	-2.5	8.1	5.8	1.2
Clc1nc(-c2ccccc2)c2ccccc2n1	-0.4	-4.9	1.3	-1.2	101.0	0.0	-6.4	-2.1	11.5	4.3
O=C(Nc1ccon1)c1ccccc1Cl	1.6	2.3	-2.5	-1.4	94.0	0.1	-5.0	2.0	4.7	-2.2
COc1ccc(-c2cc(C(=O)OCC(=O)Nc3cc(C)on3)c3ccccc3n2)cc1OC	1.3	3.6	0.3	1.3	107.0	-0.3	nt	13.9	4.6	0.8
O=C1C2CC(O)CN2C(=S)N1Cc1ccccc1 (stereo not drawn)	-1.9	4.0	5.1	-0.8	94.0	-0.1	-2.8	-2.8	7.1	0.2
O=C(CN1C(=O)COc2ccc(Cl)cc21)Nc1ccc(N2CCOCC2)cc1	0.6	3.8	-1.2	-1.8	101.0	0.2	-5.3	17.3	-3.1	9.6
c1ccc(-c2ncnc3cc4n(c23)CCC4)cc1	2.5	0.1	8.9	-2.3	100.0	0.0	-5.1	1.6	-1.9	-4.2
O=C1NC2(CCc3ccccc3C2)C(=O)N1CCOc1cccc(Cl)c1 (stereo not drawn)	0.9	-5.5	-1.1	-2.2	93.0	-0.2	-5.5	-3.6	11.6	1.9
O=C(NCCc1ccccc1)C1CCCN1C(=O)Nc1cccc(Cl)c1 (stereo not drawn)	2.6	-1.0	-0.8	-1.9	90.0	-0.1	-21.0	2.4	-3.4	-5.1
O=C(C1CC1)N1CCN(c2ccc([N+](=O)[O-])cc2)CC1	0.8	5.5	-3.1	-2.6	88.0	0.1	-19.8	6.9	-5.4	0.9
O=C(N/N=C/c1ccc(-c2cccc(C(F)(F)F)c2)o1)c1cccc(F)c1	7.0	-6.1	9.0	-0.6	101.0	0.6	-5.2	4.7	-8.5	1.0
Cc1nn(Cc2ccc(F)cc2)c(C)c1NC(=O)c1cnn2cccnc12	3.6	-5.3	-1.4	-1.9	102.0	0.1	nt	-3.1	3.6	-2.2
CC1CN(C(=O)Nc2ccc3c(c2)OCO3)CC(C)O1 (stereo not drawn)	3.1	0.0	-1.1	0.3	102.0	0.0	-4.2	13.8	-2.9	-0.6
CC(OC(=O)c1ccc(S(=O)(=O)N(C)C)cc1)C(=O)Nc1ccc(Cl)cn1 (stereo not drawn)	1.4	1.1	-9.4	-0.5	95.0	-0.1	-2.3	9.5	-34.3	-5.7
O=C(Nc1ccc(S(=O)(=O)N2CCCCC2)cc1)c1ccccc1F	-3.4	-0.5	-2.3	-0.9	95.0	0.0	-6.5	4.0	-37.7	-2.5
Cc1sc2ncnc(N3CCC(C(=O)NNC(=O)c4ccc(F)cc4)CC3)c2c1C	-6.2	-4.4	-8.8	-2.5	101.0	-0.3	-5.0	7.3	-2.8	-0.5
Cn1c(=O)[nH]c(=O)c2c1nc(CN1CCOCC1)n2CCCO	0.1	1.5	8.0	0.3	105.0	0.0	-7.8	18.4	nt	0.7
CN(C)C(=O)CSc1ncnc2scc(-c3ccccc3)c12	-0.3	4.6	0.3	-1.7	107.0	-0.2	-2.4	-11.1	1.0	-1.3
CCOC(=O)C1CCN(Cc2ccc(OC)c(C)c2OC)CC1	2.9	-1.1	0.8	-0.5	90.0	0.3	-8.0	-3.8	-4.8	3.9
CC(C)(C)c1ccccc1OCC(=O)NCc1ccccc1	-4.8	-3.6	2.4	-1.4	96.0	1.1	-5.3	6.4	-1.0	5.6
O=C(c1c(O)c2ccccc2oc1=O)C1CCCCC1	0.9	0.4	2.7	-1.6	99.0	0.1	-5.7	13.9	20.2	-1.7
Cn1ncc([N+](=O)[O-])c1C(=O)Nc1ccccc1C(=O)O	-0.4	-3.2	4.8	0.2	99.0	-0.1	-19.8	3.9	20.9	9.2
CCOC(=O)c1c(NC(=O)CC(C)C)sc(C(C)=O)c1C	-1.8	-3.7	-1.6	2.2	88.0	0.0	-8.2	2.4	3.6	3.3
c1cnc(SCCOc2ccc3c(c2)CCC3)nc1	-9.2	-2.7	-7.0	-1.6	97.0	-0.2	-3.6	2.1	-3.1	-15.6
Fc1ccccc1COc1ccc(-c2nnn(Cc3ccccc3F)n2)cc1	-2.6	5.8	-8.0	-0.5	85.0	0.0	-6.0	-3.4	-14.2	-6.3
O=C(N/N=C/c1cccc(Oc2ccccc2)c1)c1cccc(Br)c1	-3.5	-3.6	-5.8	-1.2	105.0	0.1	-6.2	4.4	-8.1	-2.1
CN(C)C(=O)N1CCN(C(=O)N2CCOCC2)CC1	-0.8	7.1	3.9	-0.3	92.0	-0.2	-3.8	6.7	0.0	-10.0
O=C(NNc1nc2ccccc2s1)c1ccc(F)cc1	2.2	2.2	3.7	-0.8	98.0	-0.1	-4.9	4.8	8.8	4.2
C=CCn1c(SCC(C)=O)nc2scc(-c3ccc(C)o3)c2c1=O	-4.5	-2.1	2.4	8.3*	97.0	0.0	-2.0	0.2	-3.8	-2.8
COc1cccc(C(c2sc3nc(C)nn3c2O)N2CCc3ccccc3C2)c1 (stereo not drawn)	0.6	-7.3	20.7	0.8	98.0	0.1	-6.0	32.7*	nt	nt
NC(c1ccccc1)c1csc(Nc2ccc(C(F)(F)F)cn2)n1 (stereo not drawn)	-5.3	-2.1	-0.2	4.8	71.0*	0.7	-6.7	-0.6	2.3	-1.7
Cc1ccc(S(=O)(=O)NCc2ccccc2)cc1C(=O)N1CCCCCCC1	-1.2	-5.6	-5.5	-2.0	94.0	-0.3	-3.4	5.7	2.5	3.7
Cc1ccc(Oc2ncccc2COC(=O)Nc2ccccc2C)cc1	2.1	-5.5	8.4	1.6	90.0	-0.1	-4.7	10.2	7.7	3.5
O=C(Cc1ccc(F)cc1)N/N=C/c1ccc(-c2ccc(Cl)c(C(=O)O)c2)o1	3.5	0.6	-4.4	4.5	99.0	-0.3	7.1	17.8	6.3	3.0
CCN(CC(=O)NCCCN1CCOCC1)S(=O)(=O)c1cc(Cl)ccc1Cl	3.3	1.1	2.8	-0.6	106.0	-0.1	-5.9	30.2*	1.0	-1.4
C[C@H](CO)N1C[C@H](C)[C@@H](CN(C)C(=O)NC2CCCCC2)Oc2c(cccc2N(C)C)C1=O	0.0	4.5	-0.3	1.3	103.0	0.1	-11.7	-3.9	4.8	3.2
COc1ccc(F)cc1S(=O)(=O)Nc1ccncc1	2.1	1.2	1.4	-1.1	99.0	0.0	-10.7	4.3	7.8	-11.9
COc1ccc(C(C(=O)NC2CCCC2)N(CC2CCCO2)C(=O)Cc2cccs2)cc1OC (stereo not drawn)	-0.3	0.5	9.8	0.5	100.0	-0.1	3.6	2.6	-9.9	-2.8
O=C(CCc1ccc(O)cc1)NNC(=S)NCCc1ccccc1	-1.4	11.3	1.1	-2.1	94.0	-0.1	-8.8	-2.8	0.0	15.6
Cc1ccc(NC(=O)C(=O)NN=C2CCCC2)cc1C	1.4	2.3	-6.8	1.9	99.0	2.6	-4.8	5.7	3.7	14.0

From PubChem BioAssay
